Peg3 promoter: Peg3 promoter activity inhibition; HeLa PEG-Prom luciferase reporter, luminescence, overnight; inhibition, % at 20 µM; 360,000 tested, 1.7% active; AID 588405;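 active = inhibition of at least 50% at 20 µM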
iPSC survival up: hiPSC single-cell survival enhancement | AID 602274 | ATPlite luminescence; 100% = ROCK inhibitor wells, 0% = DMSO | survival enhancement, % at 20 µM | 360,000 tested, 0.044% active; in the data active = survival enhancement above about 18%;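 also: cells exposed to compounds for 16 hours before the ATP read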
CF NFkB inh: cystic fibrosis NF-kB activation inhibition | 360,000 tested, 0.86% active | inhibition, % at 5 µM | KKLEB NF-kB-GFP reporter, PAF-induced, GFP fluorescence overnight;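 active = at least 50% inhibition at 5 µM, scaled per plate between neutral and stimulator controls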;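 also: PAF is a Pseudomonas aeruginosa culture filtrate used as stimulus; plate controls were PAF-stimulated DMSO wells for no effect and unstimulated DMSO wells for full effect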
NR2E3 ag-1: human photoreceptor-specific nuclear receptor agonism; CHO-S Gal4-NCOR/VP16-NR2E3 two-hybrid, luciferase; inhibition of corepressor binding, % at 3.98 µM; 360,000 tested, 0.35% active; AID 602229;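 active = inhibition above the mean of all tested compounds plus 3 SD, cut at about 70% in these data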;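 also: 0% = DMSO with NR2E3 transfected cells and 100% = cells lacking NR2E3 construct; higher means lower luciferase signal from less NR2E3 corepressor binding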
Target sequence (Q9Y5X4 whole entry, looked up, the tested form may be a part): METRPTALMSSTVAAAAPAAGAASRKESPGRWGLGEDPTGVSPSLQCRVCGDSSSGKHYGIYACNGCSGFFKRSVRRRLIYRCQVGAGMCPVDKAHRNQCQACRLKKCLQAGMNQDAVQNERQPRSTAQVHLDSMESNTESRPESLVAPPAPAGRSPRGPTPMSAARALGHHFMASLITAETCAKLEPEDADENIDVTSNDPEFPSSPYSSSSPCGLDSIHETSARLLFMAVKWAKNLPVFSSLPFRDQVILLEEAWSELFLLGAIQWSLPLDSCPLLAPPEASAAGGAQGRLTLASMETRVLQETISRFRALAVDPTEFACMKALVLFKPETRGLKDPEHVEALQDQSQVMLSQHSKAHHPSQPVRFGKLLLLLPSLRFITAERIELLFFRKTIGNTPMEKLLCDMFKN
HIF-2a inh: HIF-2a inhibition. 360,000 tested, 0.72% active. AID 624352. 786-0 RCC cells HIF-2a reporter, luciferase luminescence, overnight. inhibition, % at 18.8 µM;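 active = inhibition of the luminescence signal of 40% or more relative to plate controls, in a single-dose primary screen at 18.75 µM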
NR2E3 ag-2: activates human photoreceptor nuclear receptor NR2E3; Q9Y5X4; GST-NR2E3/biotin-RetCOR TR-FRET, 1536-well; inhibition of corepressor binding, % at 4.78 µM; 320,000 tested, 0.12% active; AID 2300;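 active = percent inhibition above the cutoff of mean plus 3 SD of all tested compounds, set per screening campaign, cut at about 20% in these data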;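 also: 0% = DMSO wells and 100% = biotin wells as full block of FRET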
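Material: NR2E3–RetCOR corepressor complex | Quantity: 1.35 nM GST-tagged NR2E3 final | Schedule: 5 h at 4 °C | Replication: Singlicate compound wells | Reagent: RetCOR corepressor, biotinylated, 7 nM | Controls: Biotin wells as high control, 0.6% DMSO wells as low control | Signal: TR-FRET, Eu(K)-anti-GST donor, streptavidin-D2 acceptor, ex 340, em 617/671 nm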
Shn3 3UTR inh: inhibitors of Schnurri-3 3'UTR reporter in osteoblasts. inhibition, % at 12.5 µM. 360,000 tested, 0.52% active. Clone20 osteoblast Shn3 3'UTR firefly luciferase, 24 h;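 active = mean inhibition of at least 75% with every replicate also reaching 75%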;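 also: 0% = median of neutral control wells and 100% = pilot-screen positive control compound; some compounds past the cut are filed as inactive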
KKLEB tox: reduces viability of KKLEB cystic fibrosis airway cells | KKLEB CF airway cells viability, ATPlite luminescence, overnight; hits give low values; cells stimulated with P. aeruginosa culture filtrate | activity change (cytotoxicity), % at 5 µM | 360,000 tested, 0.36% active;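 active = corrected activity change at or below -50% at 5 µM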
TRAIL sens C8: caspase-8 TRAIL sensitization; inhibition (viability loss, TRAIL sensitization), % at 10 µM; NB7+C8 cells + TRAIL, ATPlite viability luminescence; AID 624354; 360,000 tested, 1% active;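 active = compounds causing at least 50% loss of cell viability in the single-dose screen, relative to plate controls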
EBV LMP1 NFkB: Epstein-Barr LMP1 NF-kappaB reporter inhibition; 350,000 tested, 0.69% active; inhibition, % at 12.5 µM; LMP1-induced NF-kappaB luciferase reporter cells, luminescence; in the data active = inhibition above about 41%;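 also: 0% = neutral control wells and 100% = reference inhibitor control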
TRPM1 prom inh: reduces MITF-dependent TRPM1 promoter luciferase signal; inhibition, % at 12.5 µM; 330,000 tested, 0.83% active; SK-MEL-5 TRPM1 promoter luciferase, 24 h; AID 488899;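 active = mean inhibition across replicates of 60% or more, whatever share of single replicates reaches that level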; also: values of inactives mirror those of a sister screen read the other way
Numbers without * were called inactive; nt = no result given.

SMILES	Peg3 promoter	iPSC survival up	CF NFkB inh	NR2E3 ag-1	HIF-2a inh	NR2E3 ag-2	Shn3 3UTR inh	KKLEB tox	TRAIL sens C8	EBV LMP1 NFkB	TRPM1 prom inh
COc1cccc(/C=C/C(=O)c2ccc3c(c2)OCO3)c1OC	-219	-5.7	6	-37	-198	2	-26	-16	41	-3	nt
Cc1ccc(Cl)cc1N1CCN(CC(=O)Nc2ccc(CN3CCCCC3)cc2)CC1	28	-1.2	17	-5	6	1	-4	0	0	-6	28
C=CC(=O)NC(C)(C)CCN1CCOCC1	3	0.2	-4	-28	16	-1	1	-1	-13	-3	4
CCOC(=O)CCNCC1COc2ccccc2O1 (configuration not stated)	9	0.2	19	-18	3	-1	13	-6	-4	0	3
CCCn1c(=NC(=O)c2ccncc2)c(C#N)cc2c(=O)n3cccc(C)c3nc21	7	-0.4	-8	-4	12	nt	1	1	-15	-7	-3
Cc1ccccc1-c1cc2nc(NCc3ccccc3F)n(C)c(=O)c2s1	10	-2.6	18	-3	-6	nt	-19	10	-8	nt	nt
CN1CCc2c(sc(/N=C/c3cc(C(C)(C)C)ccc3O)c2C#N)C1	13	-0.6	1	-20	12	2	18	-8	-6	-9	-4
CCOC(=O)c1c(NC(=S)SC)sc(C(=O)N2CCc3ccccc3C2)c1C	-4	1.0	25	-22	-8	nt	-14	-20	4	7	nt
Cc1ccccc1S(=O)(=O)N1C[C@H]2CON(C)[C@H]2C[C@H]1c1cccc(-c2ccccc2)c1	-5	-2.2	2	-1	6	nt	6	7	-10	-7	-5
O=C(COC(=O)Cn1cnc2ccccc2c1=O)NCCC1=CCCCC1	18	-0.9	12	-2	9	-1	-23	0	2	-4	0
Cc1ccc(C)c(SCC(=O)OCC(=O)NCc2ccccc2)c1	13	-1.6	-14	-19	10	3	8	8	-7	-4	18
Cc1sc2ncnc(N3CCC(C(=O)N(C)CC(=O)Nc4ccccc4Br)CC3)c2c1C	44	0.0	32	2	24	-4	14	-11	15	0	-5

Overlap with the part before: three compounds; new compounds follow.
SMILES	Peg3 promoter	iPSC survival up	CF NFkB inh	NR2E3 ag-1	HIF-2a inh	NR2E3 ag-2	Shn3 3UTR inh	KKLEB tox	TRAIL sens C8	EBV LMP1 NFkB	TRPM1 prom inh
O=C(COC(=O)Cn1cnc2ccccc2c1=O)NCCC1=CCCCC1	18	-0.9	12	-2	9	-1	-23	0	2	-4	0
Cc1ccc(C)c(SCC(=O)OCC(=O)NCc2ccccc2)c1	13	-1.6	-14	-19	10	3	8	8	-7	-4	18
Cc1sc2ncnc(N3CCC(C(=O)N(C)CC(=O)Nc4ccccc4Br)CC3)c2c1C	44	0.0	32	2	24	-4	14	-11	15	0	-5
CC1=C(C)CC(C(=O)c2ccccc2)C(C(=O)O)C1 (configuration not stated)	-10	0.9	4	-21	16	-1	2	16	-1	-1	-2
COc1ccccc1NC(=O)C(C/C=C(/C)Cl)C(C)=O (configuration not stated)	5	-2.1	4	-7	15	2	1	1	-1	1	5
Nc1nnc(SCc2ccccc2F)s1	-42	0.4	15	-12	-90	-2	-11	8	-25	-9	-6
O=C(c1ccc(Br)o1)N1CCN(C/C=C/c2ccccc2)CC1	8	-1.0	0	-15	23	-1	1	-11	-9	-12	4
O=C(OCc1cc(=O)n2ccsc2n1)c1ccc(OC(F)F)cc1	-6	0.6	35	-23	-13	nt	-5	13	8	-7	-1
O=C(COC(=O)c1ccccc1NCCO)Nc1cccc(S(=O)(=O)NC2=NCCCCC2)c1	11	0.2	-7	8	-5	1	-13	2	4	-9	3
Cc1cccc(N2C(=O)CC(N3CCC(c4nc5ccccc5[nH]4)CC3)C2=O)c1 (configuration not stated)	2	-1.0	-5	2	18	0	-10	18	4	0	-7
Cc1cc(-c2onc(C)c2C(=O)Oc2ccc(Cl)cc2)no1	3	-0.5	9	6	17	0	8	0	-9	1	-5
C[C@H](CO)N1C[C@H](C)[C@@H](CN(C)S(=O)(=O)c2ccc(F)cc2)Oc2ccc(NC(=O)NC3CCCCC3)cc2C1=O	3	5.7	4	4	1	nt	11	2	-16	4	-1
COc1ccc(CC(=O)NCc2cn3ccsc3n2)cc1	-4	11	-10	8	5	1	-9	-5	0	0	-4
Cc1[nH]c(SCC(=O)Nc2cc(C(N)=O)cc(C(N)=O)c2)nc1Cc1ccccc1	-3	-0.2	10	-20	8	nt	-3	4	21	-2	-13
Cc1noc(C)c1COc1ccc(C(=O)N2CCN(c3ccccc3F)CC2)cc1	-8	-0.5	7	12	-1	-1	2	-4	0	3	-3
CCn1ncc(Br)c1C(=O)Nc1cc([N+](=O)[O-])ccc1C	28	0.3	-20	2	14	0	-1	6	17	13	15
Cc1ccc(Sc2c(C=O)c3ccccc3n2C)cc1	45	4.3	65*	-52	16	7	8	-19	-2	19	-10
O=C1c2ccccc2C(=O)N1Cc1cc(-c2ccc(Cl)cc2)no1	-27	-2.1	5	-4	-47	0	-9	7	-18	-4	-5
CCCSc1ncc(Cl)c(C(=O)Nc2ccc(S(=O)(=O)Nc3ncccn3)cc2)n1	13	-0.2	-47	8	12	-1	15	-12	-13	2	9
CC(C)(CO)NCC(O)COc1ccc2c(c1)CCC2 (configuration not stated)	2	6.0	-10	-15	10	3	-4	15	-9	-1	-1
CC(C)S(=O)(=O)N1CCCC(C(=O)c2cccc(Cl)c2)C1 (configuration not stated)	7	0.7	-6	-17	-2	3	0	-1	-3	-1	-15
CSc1nc(N(C)C)nc(N2CC(=O)N(CCNS(=O)(=O)c3ccc(C)cc3)C2=N)n1	29	5.5	1	-11	13	-1	0	-3	0	8	3
COc1ccc(OC)c(NC(=O)C2CCCC2)c1	6	-0.7	-9	-10	9	2	7	-5	7	-19	-10
O=C(Oc1cccc([N+](=O)[O-])c1)c1cc(-c2ccccc2)nc2ccccc12	24	-0.4	-12	-49	-9	2	-21	5	1	-2	4
Cc1cc2nc(C)n(CCCN)c2cc1C	8	1.0	-4	-21	15	-3	-11	-1	-8	-8	-2
O=C(Cn1[nH]c(=O)c2ccccc2c1=O)N1CCN(S(=O)(=O)c2ccc(Cl)cc2)CC1	5	0.0	13	-21	13	1	6	-16	-27	-7	-1
CC(=O)c1c(C)[nH]c(C(=O)CSc2ccc(F)cc2)c1C	-301	-0.3	9	7	-276	0	24	7	11	1	-62
COc1ccc(S(=O)(=O)N2CCC(C(=O)N3CCCC3)CC2)cc1Cl	19	-4.9	-4	-6	8	-2	6	5	5	-2	-2
COc1ccc(N2CC(C(=O)Nc3nc(-c4ccccc4)c(C(C)=O)s3)CC2=O)c(OC)c1 (configuration not stated)	3	-0.2	2	-12	-9	11	7	6	-1	-1	8
Cc1nn(C(C)C(=O)NCc2cccs2)c(=O)c2nn(-c3ccccc3)c(C)c12 (configuration not stated)	12	-0.5	9	-28	13	-2	5	8	-14	-4	-3
CCCCNC1=CC(=O)C(=O)c2ccccc21	13	-1.2	4	8	8	0	16	0	32	3	94*
COCCCn1cnc2oc3nc4ccccc4nc3c2c1=O	-133	-0.5	-8	-104	-106	0	-17	4	-4	-11	-52
CON/C=C(\C=Nc1ccccc1)c1ncc(C(F)(F)F)cc1Cl	7	-2.4	4	8	13	2	0	-7	-9	-9	2
CCCCNC(=O)c1ccccc1C(=O)NCCCC	9	-1.9	3	-3	-2	-3	14	-1	-3	14	-4
Cc1nc(SCc2nc3ccc(C(F)(F)F)cc3[nH]2)c2oc3ccccc3c2n1	26	-1.1	22	13	1	nt	1	-2	5	16	-4
C[C@H]1CN=C(N(C)C)N1CC1CCCC1	-8	-0.9	-6	-5	5	3	15	-2	-11	9	12
COc1ccc(OC)c(CCNC(=O)CN2C(=O)CC(C)(C)S(=O)(=O)c3ccccc32)c1	0	1.0	-2	-6	9	-1	7	-11	-9	-5	nt
CCOC(=O)N1CCC(NCc2c(C(=O)N(C)Cc3ccccc3)nc3ccccn23)CC1	22	-1.2	12	25	11	0	0	1	-2	10	9
CSc1nc(-c2ccccc2)c2cc(Cl)ccc2n1	31	-0.7	5	12	21	4	-1	-3	-3	-3	4
CCc1nn(CC(=O)NCCCN2CCN(CC)CC2)c(=O)c2cc3occc3n12	-6	0.3	16	-15	-2	3	-3	-10	-16	7	0
CSc1ccc(CCNC(=O)c2nn(C)c3c2CS(=O)(=O)c2ccccc2-3)cc1	37	-0.3	-2	-12	11	0	19	-2	0	-6	-8
CC(C)OCCCNC(=O)c1ccc(CS(=O)(=O)Cc2ccccc2F)o1	7	3.9	-14	-10	5	3	0	13	0	-4	5
O=C(COC(=O)c1ccc(OC(F)F)cc1)NCc1cccs1	18	-0.4	-44	-46	8	nt	-2	18	12	3	-8
CC(C)c1ccc(C(=O)NN2C(=O)C3CCCCC3C2=O)cc1 (configuration not stated)	-127	-0.2	-10	-71	-90	-4	-68	-9	23	-23	-48
CCOc1ccc(C(C)NC(=O)c2ccccc2F)cc1 (configuration not stated)	4	5.7	-4	-8	10	5	1	-3	2	-2	-10
Cc1ccc2c(Cl)c(C(=O)NCCc3ccccc3)sc2c1	-331	-1.3	-5	-166	-298	2	-18	7	13	-12	-103
CC(C)Sc1nc2[nH]ncc2c(=O)[nH]1	10	4.3	-5	-20	13	0	-1	5	-11	-13	1
O=C1NC2(CCCCC2)C(=O)N1Cc1cccc(C(F)(F)F)c1	-1	-0.3	0	-13	12	2	-17	8	-2	-5	13
CCc1ccc(OC(C)C(=O)Nc2ccc(S(=O)(=O)Nc3cc(C)on3)cc2)cc1 (configuration not stated)	-4	-0.2	-14	13	0	0	-5	6	6	-4	-7
CCOC(=O)c1[nH]c(C)c(C(=O)OCC(=O)Nc2sc3c(c2C#N)CCCCC3)c1C	31	1.5	10	-5	0	-3	20	-14	-8	-6	14
Cc1ccc(CC2CC(=O)N(c3cc(Cl)ccn3)C2=O)cc1 (configuration not stated)	8	0.7	12	22	15	3	-19	-8	19	4	5
COc1ccccc1/C=N/NC(=O)C(NC(=O)c1ccccc1)=C(C)C	13	-1.6	-4	-6	-2	-3	0	-1	-11	-11	7
CSCCC(NC(=O)c1ccc(=O)n(C)n1)c1nc2ccccc2[nH]1 (configuration not stated)	5	-2.8	-3	-8	13	-2	7	1	-6	2	-4
COc1ccc(Br)cc1S(=O)(=O)N1CCN=C1c1ccccc1	26	-0.1	4	-2	19	nt	-4	2	11	-2	7
COc1ccccc1C(=O)Nc1ccccc1SC(=O)c1ccccc1OC	-93	-0.1	51*	-23	-98	-5	-47	2	36	-21	-8
COc1ccc(NC(C)=O)cc1NC(=O)c1ccc2ccccc2c1	-4	-2.1	5	3	-66	0	-17	2	-5	-6	1

Not all compounds are listed; rates above refer to the full screens.
